GLP-1R inv ag – acts as inverse agonist at human GLP-1 receptor; P43220; HEK293 GLP-1R CRE-luciferase, luminescence, 24 h; GLP-1R form is constitutively active; Potency, µM (titrated, usually from 38.3 µM), without a hit: top-dose activity change, negative = inhibition, hits mostly inhibitors; 410,000 compounds, 1.6% hits; note: potency is the fitted concentration of half-maximal effect; % is set by controls: 0 for no effect and ±100 for the full control effect; nearly all actives have a fitted effect of over 55% in size
Target sequence (P43220 whole entry, looked up): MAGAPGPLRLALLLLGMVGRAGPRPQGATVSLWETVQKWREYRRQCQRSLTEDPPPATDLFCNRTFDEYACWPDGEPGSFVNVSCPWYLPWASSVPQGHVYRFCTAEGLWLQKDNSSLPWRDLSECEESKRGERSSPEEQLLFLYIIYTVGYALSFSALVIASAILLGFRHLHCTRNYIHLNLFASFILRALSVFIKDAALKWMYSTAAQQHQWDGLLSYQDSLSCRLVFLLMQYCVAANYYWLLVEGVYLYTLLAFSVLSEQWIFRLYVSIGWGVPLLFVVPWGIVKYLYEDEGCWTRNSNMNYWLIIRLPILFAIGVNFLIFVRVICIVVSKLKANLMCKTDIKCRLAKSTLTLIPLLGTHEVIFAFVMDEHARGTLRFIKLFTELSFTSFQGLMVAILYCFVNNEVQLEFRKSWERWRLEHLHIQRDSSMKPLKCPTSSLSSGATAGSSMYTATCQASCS
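Inverse agonists were sought by their lowering of basal cAMP reporter luciferase output in HEK293 cells stably carrying constitutively active human GLP-1R, after 24 h compound treatment.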
Akt phos inh – Akt phosphorylation inhibition; 360,000 compounds, 0.32% hits; activity change, % for hits at 50 µM; Neuro2A IGF-stimulated pAkt S473 HTRF, 20 min; active compounds read low; in the data active = activity change below about -80%; inconclusive = mostly about -51% to -80%; note: % is set by controls: 0 for no effect and ±100 for the full control effect
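Neuro2A cells (4,500/well, DMEM with 0.5% FBS) were treated with compound at a single 50 µM final concentration, stimulated with 6 nM IGF for 20 min at 37 °C, and lysed. Phospho-Akt Ser473 was read by HTRF as 665/615 ratio ×10^4.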
Abeta yeast res – A-beta toxicity reversal in yeast | yeast expressing A-beta42, growth rescue, OD600, 48 h; response scale: 0% DMSO, 100% iron-clioquinol control | 410,000 compounds, 0.063% hits | Potency, µM (highest dose often 46.1 µM), without a hit: at the top dose growth rescue, most hits filed as activators | AID 1347071; note: potency is the fitted concentration of half-maximal effect; nearly all actives have a fitted effect of over 55% in size
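Yeast growth medium received pinned compounds, then yeast cells expressing toxic A-beta were added; plates incubated at 30 C for 48 hr. Growth read as absorbance at 600 nm, normalized to DMSO and equimolar FeCl3 plus clioquinol controls.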
TDP43 rescue – inhibitors of TDP-43 toxicity in yeast. TDP-43 expressing yeast growth rescue, BacTiter-Glo, 24 h. Potency, µM (series often up to 46.1 µM), without a hit: at the highest dose growth rescue (activation), usual class: activators. 410,000 compounds, 1.8% hits. AID 652104; note: potency is the fitted concentration of half-maximal effect; % of control where 0% means no effect; nearly all actives have a fitted effect of over 50% in size
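In this qHTS, compounds that restore growth of yeast expressing TDP-43 appear as activators. Cells (OD600=0.02, galactose medium, raffinose-pregrown) are incubated with compound 24 hr at 30 deg C and growth is quantified by BacTiter-Glo.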
D3 antag – blocks the human D3 dopamine receptor; 360,000 compounds, 2.5% hits; P35462; D3R cells, DiscoveRx beta-arrestin luminescence, antagonist mode; active compounds read low; AID 652054; max response, negative = inhibition, %; in the data active = max response below about -50%; inconclusive = no clear call, values can overlap the other calls; note: % is set by controls: 0 for no effect and ±100 for the full control effect; mostly tested at two doses, the higher about 12 µM
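Cells expressing the human receptor were seeded at 1500 cells/well, incubated overnight at 37 degrees C in 5% CO2, then exposed to library compounds with dopamine controls for 90 minutes at 37 degrees C before luminescent detection.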
GLP1R ag – activates the human GLP-1 receptor; HEK293 GLP-1R CRE-luciferase, luminescence, 4-6 h; cells express a hypersensitive GLP-1R form; P43220; 380,000 compounds, 0.007% hits; AID 624172; Potency, µM (doses to about 45.6 µM), inactives show at the top dose activation, most hits filed as activators; note: potency is the fitted concentration of half-maximal effect; % of control where 0% means no effect
PTHR1 agonist – PTHR1 (human) receptor agonism; Q03431; AID 743266; Potency, µM (titrated, usually from 115 µM), inactives show at the top dose activation, most hits filed as activators; HEK293 GP2 PTHR1 cells, GloSensor cAMP luminescence, 1 h; 410,000 compounds, 0.075% hits; note: potency is the fitted concentration of half-maximal effect; nearly all actives have a fitted effect of over 55% in size; some results filed as inactive show a strong effect at the top dose; inactives centre near -15; many of its hits are not listed in these tables
Target sequence (Q03431 whole entry, looked up): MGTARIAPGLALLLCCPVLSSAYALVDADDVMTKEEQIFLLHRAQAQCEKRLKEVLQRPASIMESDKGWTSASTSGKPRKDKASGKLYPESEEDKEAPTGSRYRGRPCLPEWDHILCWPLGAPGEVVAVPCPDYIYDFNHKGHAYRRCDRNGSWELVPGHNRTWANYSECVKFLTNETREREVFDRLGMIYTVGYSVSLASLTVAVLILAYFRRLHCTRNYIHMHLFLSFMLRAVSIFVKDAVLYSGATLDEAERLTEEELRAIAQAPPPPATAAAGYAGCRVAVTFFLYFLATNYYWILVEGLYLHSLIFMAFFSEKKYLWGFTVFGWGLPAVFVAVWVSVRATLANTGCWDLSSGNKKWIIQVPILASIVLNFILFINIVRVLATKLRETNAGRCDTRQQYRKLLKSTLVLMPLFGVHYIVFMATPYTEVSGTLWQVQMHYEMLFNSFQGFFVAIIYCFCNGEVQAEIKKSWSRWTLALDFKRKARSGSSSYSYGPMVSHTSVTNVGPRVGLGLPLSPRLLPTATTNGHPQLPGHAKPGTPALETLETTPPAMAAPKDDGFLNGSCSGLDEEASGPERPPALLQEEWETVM
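HEK-293-derived GP2 cells expressing PTHR1 and a GloSensor cAMP reporter, 3,000/well, plated overnight, given luciferin plus IBMX (each 0.5 mM as added) for 1 h at 37 °C, then compound for 1 h at 37 °C. Luminescence was read after 15 min at room temperature.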
aSyn rescue – rescues yeast growth from alpha-synuclein toxicity. Yeast expressing alpha-synuclein, growth rescue, BacTiter-Glo, 24 h. Potency, µM (doses to about 46.1 µM), for inactives: at the top dose growth rescue (activation), most hits filed as activators. 370,000 compounds, 0.14% hits. AID 652106; note: potency is the fitted concentration of half-maximal effect; % of control where 0% means no effect; nearly all actives have a fitted effect of over 65% in size
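Screening used galactose-induced yeast with toxic alpha-synuclein levels, exposed to compound for 24 hr at 30 deg C. Cell growth, read with BacTiter-Glo luminescence, gave the measured signal.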
FUS suppressor – rescues growth of FUS-expressing yeast | S. cerevisiae FUS-expressing, growth rescue, OD600, 24 h | 390,000 compounds, 0.24% hits | Potency, µM (doses to about 76.6 µM), for the others: at the highest dose growth rescue (activation), most hits filed as activators;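 note: potency is the fitted concentration of half-maximal effect; plate controls were DMSO vehicle for no effect and reference control for full effect; nearly all actives have a fitted effect of over 55% in size; some results filed as inactive show a strong effect at the top dose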
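Galactose (2%) drives FUS expression in yeast precultured in raffinose; seeding density OD 0.005. Test compounds incubated 24hr at 30C and 99% humidity before absorbance at 600 nm was measured.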
* marks the source's active call; other numbers are inactive results; i = inactive; ? = inconclusive; . = not tested or not shown; [ ] = another dose, or the depositor's remark. Unless noted, calls come from the whole dose curve; as a rule, active = well fitted curve in the direction sought with a large enough effect; inconclusive = small, poorly fitted or top-dose-only effect, or another doubt; inactive = no such curve, though single readings can be large; an effect the other way counts as inactive or inconclusive. Only part of the results is shown, so the mix of outcomes need not match the whole.

No.	Compound	GLP-1R inv ag	Akt phos inh	Abeta yeast res	TDP43 rescue	D3 antag
1	CCNc1nc(NCc2ccccc2)nc(SCC(N)=O)n1	6%	i	3%	-20%	-5
2	O=c1[nH]c(CN2CCN(S(=O)(=O)/C=C/c3ccccc3)CC2)nc2cc(Cl)ccc12	?	i	-4%	-11%	0
3	O=C(c1ccco1)N1CCC(n2nnc3ccccc32)CC1	5%	i	9%	11%	20
4	CCCCC(C(=O)NC(=O)NCc1ccccc1)N1C(=O)c2ccccc2C1=O (configuration not stated)	14%	i	7%	4%	6
5	CCN1C(=O)Nc2cccc3cccc1c23	82%[activator]	i	8%	-7%[1.82 µM]	16
6	Cn1c(=O)c2c(nc(Oc3ccc4c(c3)OCO4)n2Cc2ccc(Br)cc2)n(C)c1=O	7%	i	4%	1%	7
7	Cc1ccc(C)c(NS(=O)(=O)c2cc(C(=O)N3CCc4ccccc4C3)ccc2Cl)c1	?	i	-63%[inhibitor]	-30%[inhibitor]	-6
8	CCc1ccc(C2C3=C(CCCC3=O)OC3=C2C(=O)CCC3)cc1	3%	i	-7%	1%	-9
9	O=c1cc(-c2ccccc2)cc(-c2ccccc2)n1O	?	i	-79%[inhibitor]	-93%[inhibitor]	29
10	Cc1ccc2oc(C(=O)Nc3ccc(S(=O)(=O)N(C)c4ccccc4)cc3)cc(=O)c2c1	7%	.	-19%	29%	.
11	Clc1ccccc1-c1nn2c(-c3ccccn3)nnc2s1	0%	i	-22%	13µM*	0
12	O=C(Nc1ccccc1-c1nnn(CC(=O)N2CCCc3ccccc32)n1)c1ccco1	?	.	3%	?	31

No.	GLP1R ag	PTHR1 agonist	aSyn rescue	FUS suppressor
1	4%	-28%	-5%	-15%
2	9%	-1%	5%	13%
3	-7%	-3%[57.5 µM]	-1%	16%
4	1%	i	6%	14%
5	36%	-8%	0%	9%
6	7%	i	1%	-10%
7	6%	i	16µM*	?
8	-2%	-48%[inhibitor]	-1%	2%
9	11%	29%	-73%[inhibitor]	-13%
10	.	-12%	.	5%
11	1%	-13%	-12%	16%
12	-3%	-1%[57.5 µM]	5%	45%

Reformatted with tabs: part of the list above.
cpd	smiles	GLP-1R inv ag	Akt phos inh	Abeta yeast res	TDP43 rescue	D3 antag	GLP1R ag	PTHR1 agonist	aSyn rescue	FUS suppressor
12	O=C(Nc1ccccc1-c1nnn(CC(=O)N2CCCc3ccccc32)n1)c1ccco1	?	.	3%	?	31	-3%	-1%[57.5 µM]	5%	45%
9	O=c1cc(-c2ccccc2)cc(-c2ccccc2)n1O	?	i	-79%[inhibitor]	-93%[inhibitor]	29	11%	29%	-73%[inhibitor]	-13%
4	CCCCC(C(=O)NC(=O)NCc1ccccc1)N1C(=O)c2ccccc2C1=O (configuration not stated)	14%	i	7%	4%	6	1%	i	6%	14%

The listing picks up, repeating the 2 entries before the break.
No.	Compound	GLP-1R inv ag	Akt phos inh	Abeta yeast res	TDP43 rescue	D3 antag
11	Clc1ccccc1-c1nn2c(-c3ccccn3)nnc2s1	0%	i	-22%	13µM*	0
12	O=C(Nc1ccccc1-c1nnn(CC(=O)N2CCCc3ccccc32)n1)c1ccco1	?	.	3%	?	31
13	COc1ccccc1C=NN=C1c2ccccc2-c2ccccc21	5%	i	5%	24%	5
14	O=[N+]([O-])c1c(Nc2ccccc2)ccc2nonc12	5%	i	0%	25%	-15
15	COC(=O)c1cc(S(=O)(=O)N2CCOCC2)c(Cl)cc1N1CCOCC1	26%	i	-6%	-9%	?
16	O=C(CCc1c[nH]c2ccccc12)NC1CC1	8%	i	14%	6%	2
17	C=CCc1cc(C=O)cc(OC)c1OCc1c(Cl)cccc1Cl	-20%	i	4%	-3%	12
18	Nc1cc(Cl)ccc1N1CCCCCC1	18%	i	-23%	-12%	7
19	C[C@@H]1CN([C@@H](C)CO)C(=O)CCCn2nncc2CO[C@@H]1CN(C)S(=O)(=O)c1cccs1	6%	i	0%	9%	-12
20	COc1ccc(N2CCN(CC(=O)Nc3c(C)cccc3C)CC2)cc1	12%	i	-3%	4%	-5
21	O=C(CNC(=O)c1ccco1)Nc1ccc(S(=O)(=O)N2CCCC2)cc1	17%	i	22%	-13%	6
22	O=C1Nc2c(Br)cc(Br)cc2C1(O)N1CCOCC1 (configuration not stated)	-30%	i	-12%	13%	?
23	C[N+]1(CC(O)COc2ccccc2)CCN(C(=O)c2ccc([N+](=O)[O-])cc2)CC1 (configuration not stated)	-4%	i	-9%	-2%	15
24	CC(C)=CCC[C@H](C)C[C@@H]1CC2=C(C(=O)OC(C)(C)O2)[C@H](c2ccc(Cl)cc2)O1	?	i	1%	7%	3

No.	GLP1R ag	PTHR1 agonist	aSyn rescue	FUS suppressor
11	1%	-13%	-12%	16%
12	-3%	-1%[57.5 µM]	5%	45%
13	-3%	-6%	0%	.
14	10%	-41%[inhibitor]	0%	-32%
15	-10%	-16%[57.5 µM]	-2%	2%
16	-7%	i	-2%	6%
17	11%	-14%[57.5 µM]	21%	31%
18	1%	i	1%	-8%
19	-3%	-21%	2%	-5%
20	3%	-10%	0%	-8%
21	-8%	i	4%	30%
22	-11%	i	2%	0%
23	-6%	i	-5%	8%
24	-5%	i	9%	15%

(more compounds)
No.	Compound	GLP-1R inv ag	Akt phos inh	Abeta yeast res	TDP43 rescue	D3 antag
25	CCOC(=O)C1=C(O)C(=O)N(c2ccc(S(N)(=O)=O)cc2)C1c1ccc(OC)cc1 (configuration not stated)	0%	i	-1%	-3%	-6
26	CC1CCN(S(=O)(=O)c2cn(CC(=O)N3CCN(c4cccc(C(F)(F)F)c4)CC3)cn2)CC1	?	i	8%	8%	1
27	CN1C(=O)/C(=C/c2ccc(OCc3ccccc3F)cc2)N(C)C1=S	5%	i	-3%	-14%	4
28	CCc1sc(NC(=O)CN2CCOCC2)nc1-c1ccccc1	-2%	i	12%	-13%	-3
29	COCCN(Cc1ccccc1)C(=O)c1cccc(S(=O)(=O)N2CCN(Cc3ccccc3)CC2)c1	14µM*	i	2%	4%	-3
30	CN(C)C(CNC(=S)Nc1ccccc1)c1cccnc1 (configuration not stated)	-13%	i	2%	1%	9
31	CCOc1ccc(NC(=O)NCCN2C(C)CCCC2C)cc1 (configuration not stated)	-6%	i	12%	-12%	19
32	Cc1cc(C)cc(NC(=O)CSc2nnc(CNC(=O)c3ccco3)o2)c1	6%	i	-3%	-4%	-18
33	COc1ccc(-c2nc(SCC(=O)NCc3ccco3)c(-c3ccccc3)[nH]2)cc1OC	?	i	0%	-3%	-14
34	Cc1ccc2c(c1)nc(-n1nc(C)cc1C)c1nnnn12	20%	i	-7%	18%	-5
35	c1coc(-c2nc3ccccc3s2)c1	-5%	i	-6%	-10%	-7
36	CC(C)C(NC(=O)C1CCC(C(C)(C)C)CC1)C(=O)NCCCN1CCCCC1 (configuration not stated)	14%	i	9%	-8%	8

No.	GLP1R ag	PTHR1 agonist	aSyn rescue	FUS suppressor
25	-12%	-20%[57.5 µM]	-2%	31%
26	-3%	-27%	-2%	?
27	-3%	-9%	-1%	-15%
28	-2%	i	9%	2%
29	4%	-45%[inhibitor]	2%	17%
30	-9%	i	-8%	-12%
31	14%	?	4%	9%
32	4%	i	-7%	4%
33	13%	i	2%	7%
34	10%	-57%[inhibitor]	-13%	-10%
35	7%	-9%	7%	-11%
36	11%	i	4%	-12%

Next section
No.	Compound	GLP-1R inv ag	Akt phos inh	Abeta yeast res	TDP43 rescue	D3 antag
37	Cc1ccc(/C=N/n2c(=O)c(C(C)(C)C)nn3cnnc23)cc1	2%	i	-3%	1%	-3
38	COc1ccc(-c2nc(CS(=O)CC(=O)NCCc3ccccc3)c(C)o2)cc1OC (configuration not stated)	44%[activator]	.	-7%	20%	.
39	CCc1ccc(NC(=O)Cn2c3[n+](c4c(F)c(F)ccc42)CCCCC3)cc1	9%	i	-6%	-16%[9.22 µM]	1
40	Cc1ccc([C@H]2N[C@]3(CCCN(Cc4ccc(F)cc4)C3=O)[C@H]3C(=O)N(C)C(=O)[C@@H]23)cc1	12%	i	-10%	18%	-17
41	Cc1ccc(OCc2nnc(SCc3cc(=O)[nH]c4ccccc34)o2)cc1	0%	i	16%	9%	1
42	CCCOC(=O)c1c(NC(=O)c2cc3ccccc3c(=O)o2)sc2c1CCC(C)C2 (configuration not stated)	5%	.	-20%	-4%	.
43	Cc1ccc(C(=O)NCC(=O)OCC(=O)NC(C)c2ccccc2)s1 (configuration not stated)	-10%	i	-8%	-7%	?
44	CN1CCN(C(=O)CCn2nc(-c3ccccc3)c3ccccc3c2=O)CC1	6%	i	18%	1%	0
45	CCN(CC)S(=O)(=O)N1CCC(C(=O)NCCN2CCOCC2)CC1	9%	i	-4%	-11%	-13
46	N#Cc1cccc(-c2nnc(SCc3ccccc3C#N)o2)c1	45%[activator]	i	-7%	18µM*	-2
47	CCC(=O)N1CCc2cc(S(=O)(=O)NC(C(=O)Nc3cc(OC)cc(OC)c3)C(C)C)ccc21 (configuration not stated)	5%	.	-13%	-1%	.
48	COc1ccc(OC)c(NC(=O)COC(=O)CCC2CCCC2)c1	-11%	i	8%	?	-5

No.	GLP1R ag	PTHR1 agonist	aSyn rescue	FUS suppressor
37	0%	-58%[inhibitor]	-5%	.
38	.	i	.	2%
39	9%	i	-3%	8%
40	-8%	-20%	-3%	-10%
41	3%	-19%	0%	9%
42	.	2%	.	5%
43	-2%	2%	-4%	-7%
44	8%	-10%[57.5 µM]	-11%	13%
45	2%	i	-6%	-5%
46	16%	-10%[57.5 µM]	13%	5%
47	.	i	.	-4%
48	9%	i	1%	20%

Screening data as filed in PubChem.
